# PLC-gamma1 inh: PLC-gamma1 enzyme inhibitors, primary screen, biochemical, fluorescence, purified enzyme. actives 0.84% (n = 370,000). inhibition, % at 12.2 µM. fluorogenic substrate. 1-phosphatidylinositol 4,5-bisphosphate phosphodiesterase gamma-1 (Homo sapiens), P19174. AID 720700, 2013; in the data active = inhibition above about 9.5%
# DAX1 inh-1: DAX1 (NR0B1) inhibitors, primary screen, cell-based, HEK293, Gal4-DAX1, luciferase luminescence; Nuclear receptor subfamily 0 group B member 1 (Homo sapiens), P51843; AID 504766, 2011; HEK293 Gal4-DAX1 luciferase reporter; actives 0.99% (n = 340,000); inhibition, % at 6.75 µM;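 active = inhibition above the mean over all tested compounds plus 3 SD, cut at about 4.2% in these data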;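 note: 0% = DAX1-transfected cells with DMSO and 100% = empty-vector control cells with DMSO; inhibition shows as a rise in luminescence from relieved DAX1 repression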
# Target sequence (P51843 207-470 limits assumed): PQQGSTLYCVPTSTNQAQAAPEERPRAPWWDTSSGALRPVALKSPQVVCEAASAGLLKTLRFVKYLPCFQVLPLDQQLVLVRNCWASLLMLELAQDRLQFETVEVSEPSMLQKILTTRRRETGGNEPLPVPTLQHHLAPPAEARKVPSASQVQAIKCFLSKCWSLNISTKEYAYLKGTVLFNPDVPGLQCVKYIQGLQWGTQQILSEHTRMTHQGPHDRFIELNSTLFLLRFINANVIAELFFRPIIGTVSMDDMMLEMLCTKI
# hgDAF-12 ag: H. glycines DAF-12 receptor agonists, primary screen, cell-based, luminescence, HEK293, GAL4 fusion, UAS-luciferase; Nuclear hormone receptor DAF-12 (Heterodera glycines), GAL4 fusion; HEK293 GAL4-hgDAF12 UAS-luciferase reporter, agonist luminescence; normalized to butyrate control; activation, % at 6.8 µM; actives 1.8% (n = 370,000); AID 687014, 2013;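 active = activation above a cutoff set at the mean of all screened compounds plus 3 SD, cut at about 10% in these data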;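 note: 0% = DMSO wells and 100% = sodium butyrate wells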
# SMARCA2 activ: SMARCA2 (BRM) function activators, primary screen, cell-based, luminescence, high throughput. AID 652017, 2013. MG213 cells, MMTV-luciferase reporter, dexamethasone, overnight. activation, % at 9.1 µM. actives 1% (n = 370,000); in the data active = activation above about 7.8%;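 note: 0% = vehicle wells and 100% = reference activator wells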
# MBD2 inh: inhibitors of MBD2 binding to methylated DNA, primary screen, biochemical, TR-FRET, DNA-binding domain, human | actives 0.31% (n = 370,000) | MBD2 binding to methylated oligonucleotide | AID 686964, 2013 | inhibition, % at 4.4 µM | Methyl-CpG-binding domain protein 2 (Homo sapiens), Q9UBB5; in the data active = inhibition above about 13%
# ADAM17 inh: ADAM17 inhibitors, primary screen, biochemical, QFRET; Disintegrin and metalloproteinase domain-containing protein 17 (Homo sapiens), P78536; actives 0.83% (n = 370,000); recombinant ADAM17, EDANS/DABCYL FRET peptide cleavage; inhibition, % at 6.95 µM;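 active = inhibition above the mean of compounds lying between control limits plus 3 SD, set per campaign, cut at about 8.5% in these data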;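 note: 0% = DMSO-only wells as the low control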
# Target sequence (P78536 215-824 limits assumed): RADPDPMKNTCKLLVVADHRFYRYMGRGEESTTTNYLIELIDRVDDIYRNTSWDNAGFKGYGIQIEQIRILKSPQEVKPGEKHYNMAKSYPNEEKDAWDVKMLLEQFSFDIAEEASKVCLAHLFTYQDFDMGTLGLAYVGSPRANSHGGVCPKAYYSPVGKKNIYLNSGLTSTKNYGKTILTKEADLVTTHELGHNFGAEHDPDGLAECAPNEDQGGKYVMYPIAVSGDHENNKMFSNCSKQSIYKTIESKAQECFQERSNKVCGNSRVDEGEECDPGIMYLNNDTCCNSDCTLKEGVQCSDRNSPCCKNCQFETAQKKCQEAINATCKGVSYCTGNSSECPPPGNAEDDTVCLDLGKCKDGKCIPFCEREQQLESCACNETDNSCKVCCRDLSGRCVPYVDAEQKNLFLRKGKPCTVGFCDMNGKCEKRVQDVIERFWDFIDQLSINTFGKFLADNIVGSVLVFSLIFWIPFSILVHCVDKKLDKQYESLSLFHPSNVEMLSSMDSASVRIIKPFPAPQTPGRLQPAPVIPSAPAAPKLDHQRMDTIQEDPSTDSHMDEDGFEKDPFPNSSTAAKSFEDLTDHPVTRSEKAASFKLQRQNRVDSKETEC
# PLCb3 inh: human PLC-beta3 inhibitors, primary screen, biochemical, fluorescence; Purified PLC-beta3, fluorogenic substrate; inhibition, % at 12.2 µM; actives 0.18% (n = 370,000); in the data active = inhibition above about 11%;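 note: 0% = median of compound wells on plate and 100% = full blocker control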
# ssDAF12 agonist: S. stercoralis DAF-12 nuclear receptor activators, primary screen, cell-based, luminescence, HEK293, GRIP1 co-expression, lit1-tk-luc | activation, % at 6.8 µM | Nuclear hormone receptor DAF-12 (Strongyloides stercoralis) | actives 1% (n = 370,000) | HEK293 ssDAF-12/GRIP1 lit1-tk-luc reporter; % of 3 µM dafachronic acid response;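 active = activation above the mean over all tested compounds plus 3 SD, cut at about 0.9% in these data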;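 note: 0% = DMSO-only wells and 100% = 3 µM delta7-dafachronic acid wells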
# hcDAF12 agonist: H. contortus DAF-12 nuclear receptor activators, primary screen, cell-based, luminescence, HEK293, lit1-tk-luc reporter; actives 1.4% (n = 370,000); HEK293 hcDAF-12 lit1-tk-luc reporter; 0% DMSO, 100% Δ7-dafachronic acid; activation, % at 6.8 µM;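 active = activation above the mean of all tested compounds plus 3 SD, cut at about 5.5% in these data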;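 note: 100% = response to 3 µM Δ7-dafachronic acid high control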
# Rev-erbA mod: modulators of Rev-erb alpha DNA binding, primary screen, biochemical, FITC-DNA, fluorescence polarization, uHTS; Nuclear receptor subfamily 1 group D member 1 (Homo sapiens), P20393; Rev-erbα–FITC-DNA binding, 90 min; actives 0.79% (n = 370,000); activity, % at 10 µM;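 active = activity above about 14%, limit read from the data; passing the limit was not always enough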;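 note: 0% = DMSO wells with 35 nM protein and 100% = DMSO wells with 750 nM protein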
# DAX1 inh-2: DAX1 (NR0B1) inhibitors on StAR promoter, primary screen, cell-based, luminescence, SF-1 (NR5A1), full-length DAX-1; HEK293T StAR-luciferase reporter, SF-1/DAX-1 repression relief; inhibition, % at 6.8 µM; actives 1.1% (n = 370,000); AID 652010, 2013;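 active = inhibition above the mean over all tested compounds plus 3 SD, cut at about 3.6% in these data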;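 note: 0% = DAX-1 cells with DMSO and 100% = cells lacking DAX-1 with DMSO; higher inhibition means more luminescence from relief of DAX-1 repression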
# The depositor's hits bear a star; x = no result given.
SMILES,PLC-gamma1 inh,DAX1 inh-1,hgDAF-12 ag,SMARCA2 activ,MBD2 inh,ADAM17 inh,PLCb3 inh,ssDAF12 agonist,hcDAF12 agonist,Rev-erbA mod,DAX1 inh-2
Cc1ccc(S(=O)(=O)N2CCN(C(=O)Cn3c(=O)cnc4ccccc43)CC2)cc1,-22.9,-1.3,-1.7,0.5,-5.7,-20.9,-29.7,-1.6,-0.1,3.0,-0.7
C[C@@H](NC(=O)c1[nH]cnc1C(=O)Nc1ccccc1)c1ccccc1,1.7,-0.1,1.3,-0.4,-1.9,3.1,0.2,-1.0,-1.1,1.1,-0.7
CCn1c(N2CCN(S(=O)(=O)c3ccccc3C(F)(F)F)CC2)nc2ccccc21,-2.9,-1.7,-0.9,-2.0,-3.2,-2.8,-2.1,-1.8,-2.7,3.3,-1.4
CCOc1ccc(CCNS(=O)(=O)c2ccc3c(c2)NC(=O)CO3)cc1OCC,1.7,-0.2,0.2,-1.1,2.1,1.2,-9.9,-0.2,-0.7,3.9,-0.2
CCc1ccc(-n2c(=S)sc3c(=O)n(-c4ccccc4OC)c(=S)[nH]c32)cc1,1.5,-0.3,1.9,2.1,-4.8,-2.0,1.2,-0.9,0.3,1.0,-0.5
CC[C@H](C)[C@H](NC(=O)c1ccccc1)C(=O)Nc1ccc(S(=O)(=O)Nc2cc(C)nc(C)n2)cc1,0.7,-0.2,-3.0,3.3,-1.1,-2.5,-4.3,-1.6,-0.5,-0.9,-0.1
FC(F)Sc1ccc(Nc2ncnc3nc[nH]c23)cc1,-10.9,1.5,9.8,3.4,8.0,0.2,-25.4,-0.9,2.8,6.3,1.0
O=C(CCNS(=O)(=O)c1cccc(C(F)(F)F)c1)NCc1ccco1,2.6,1.8,-0.4,0.7,4.2,-1.4,-3.7,-1.0,-0.3,0.9,-0.2
C/C(=N/NC(=O)c1cc(-c2ccc(Br)s2)[nH]n1)c1ccco1,-1.4,-0.2,-0.1,-2.4,-2.4,-1.4,-0.8,-1.1,-1.8,-1.7,0.9
O=C(c1ccc(CNS(=O)(=O)c2ccccc2)cc1)N1CCN(Cc2ccccc2)CC1,2.9,-3.4,-7.8,-8.3,7.7,-2.2,-1.3,-3.0,-4.6,3.5,-2.8
O=C(c1c[nH]c(=O)n(-c2ccccc2)c1=O)N1CCc2ccccc21,0.0,1.2,0.6,-0.6,-3.5,-2.7,-1.6,-1.2,-0.5,3.1,0.1
CC(C)C[C@H]1CN([C@@H](Cc2ccccc2)CN2CCC[C@H]2CN2C(=O)C(=O)NC[C@@H]2Cc2ccc(O)cc2)C(=O)C(=O)N1CCc1ccccc1,-0.9,x,0.8,-3.3,-4.5,-4.4,-0.5,-0.9,-0.8,-4.5,0.0
Cc1ccccc1C(=O)Nc1c(C)[nH]c(=O)[nH]c1=O,1.8,0.7,1.6,-0.3,2.0,2.0,-2.6,-0.7,-0.1,2.8,-0.1
COc1ccc(NC(=O)CN(C)C(=O)CCc2ccccc2)cc1,3.7,0.2,0.2,-0.6,-0.5,-2.6,-4.9,-0.7,-0.8,-1.6,0.3
O=C(CCn1c(=O)c2ccccc2n(CC(=O)N2CCN(c3ccccc3)CC2)c1=O)NCc1ccco1,0.8,2.6,0.1,-1.8,-1.9,-5.0,-7.7,-1.6,-0.3,4.8,-0.6
Cc1ccccc1NC(=O)c1csc2c1CCCC2,6.6,0.3,5.1,-0.2,0.1,1.9,5.1,-1.0,-0.7,-1.6,-0.1
O=S(=O)(NCc1ccccn1)c1ccc(Cl)s1,-3.6,-0.5,2.2,4.3,-1.3,-0.7,-0.5,-1.0,-1.4,-6.6,0.1
Cc1cc(C(=O)Nc2c(C)n(C)n(-c3ccccc3)c2=O)cs1,-1.0,0.3,0.1,-2.3,4.2,-4.3,0.0,-0.3,-2.2,-1.2,0.5
CN(CCc1ccccn1)C(=O)CCC1CCCN(C(=O)c2c(F)ccc(F)c2F)C1 (stereo unspecified),0.4,0.5,-0.4,-2.7,5.2,-3.1,-7.4,-0.9,0.0,-1.0,0.2
CCN(CC)CCNS(=O)(=O)c1ccc(OC)c(Br)c1,1.7,-0.2,-2.2,0.9,1.9,-0.8,3.1,-1.2,-0.8,-1.8,-0.9
COc1cc(N(C)C)c([N+](=O)[O-])cc1C(=O)N1CCOCC1,-1.6,0.7,-1.8,-4.3,1.9,-2.7,-6.2,-1.9,0.7,7.7,-0.5
COc1ccc(C(CNC(=O)c2cc3ccccc3o2)N2CCCC2)cc1 (stereo unspecified),10.5*,0.7,-1.8,1.2,1.8,-5.3,-11.8,-0.6,0.5,2.3,1.7
CCOC(=O)N1CCN(c2ccc(S(=O)(=O)N3CCOCC3)cc2[N+](=O)[O-])CC1,3.0,0.0,-1.1,1.2,-3.9,-3.1,5.8,-0.7,-0.7,-1.2,-2.3
Cc1cccc(-n2ccnc2SCC(=O)c2c(N)n(C3CC3)c(=O)[nH]c2=O)c1C,0.7,0.9,0.1,2.5,1.1,-1.6,3.2,-1.0,-0.8,6.2,-2.1

# Individual results from the results shown.
# COc1cc(N(C)C)c([N+](=O)[O-])cc1C(=O)N1CCOCC1 @ MBD2 inh = 1.9
# COc1ccc(C(CNC(=O)c2cc3ccccc3o2)N2CCCC2)cc1 (stereo unspecified) @ ssDAF12 agonist = -0.6
# Cc1cccc(-n2ccnc2SCC(=O)c2c(N)n(C3CC3)c(=O)[nH]c2=O)c1C @ hgDAF-12 ag = 0.1
# CCN(CC)CCNS(=O)(=O)c1ccc(OC)c(Br)c1 @ DAX1 inh-2 = -0.9
# O=C(CCn1c(=O)c2ccccc2n(CC(=O)N2CCN(c3ccccc3)CC2)c1=O)NCc1ccco1 @ ADAM17 inh = -5.0

# Results in ssDAF12 agonist and hgDAF-12 ag, for some of the entries so far:
SMILES | ssDAF12 agonist | hgDAF-12 ag
CN(CCc1ccccn1)C(=O)CCC1CCCN(C(=O)c2c(F)ccc(F)c2F)C1 (stereo unspecified) | -0.9 | -0.4
CCN(CC)CCNS(=O)(=O)c1ccc(OC)c(Br)c1 | -1.2 | -2.2

# Next section:
SMILES,PLC-gamma1 inh,DAX1 inh-1,hgDAF-12 ag,SMARCA2 activ,MBD2 inh,ADAM17 inh,PLCb3 inh,ssDAF12 agonist,hcDAF12 agonist,Rev-erbA mod,DAX1 inh-2
CCOc1ccccc1NC(=O)NNC(=O)c1ccc2ccccc2c1,-3.8,-0.2,-3.6,1.0,-1.8,1.0,-8.0,-1.6,-1.0,3.0,1.1
COc1ccc(C(=O)COC(=O)Cn2[nH]c(=O)c3ccccc3c2=O)c(OC)c1,-1.1,0.9,-0.3,-2.4,5.8,4.7,-9.2,-1.1,-1.5,-3.5,2.8
Cc1cc(C)n(C(=O)c2ccc(NC(=O)C3CC3)cc2)n1,-0.5,0.0,-3.9,-1.0,0.9,-3.5,-1.2,-1.1,-1.7,0.0,-0.6
O=C(CN1CCOc2ccccc21)NC1CCN(Cc2ccccc2)CC1,0.1,0.6,-1.6,-1.5,-3.5,-2.4,1.8,0.4,0.4,1.0,-0.6
Cc1nc(NC(=O)COC(=O)/C=C/c2ccco2)c(Cl)cc1Cl,-21.2,0.6,0.5,5.6,-2.3,-3.7,-24.8,-0.6,1.0,0.3,0.4
Cc1nc2ccccc2nc(C)c1=NO,-6.7,3.5,11.9*,3.5,1.2,-5.4,-8.2,1.0*,8.6*,-2.7,4.1*
CC(N)(C(=O)O)c1cccc(OCc2cccc(Cl)c2)c1 (stereo unspecified),10.7*,0.2,3.8,-1.1,3.4,0.4,4.4,-1.5,0.4,1.4,-0.1
CCCS(=O)(=O)N1CCCC(C(=O)NCCN(CC)c2ccccc2)C1 (stereo unspecified),-0.6,-1.4,-1.8,-1.4,-5.6,-5.9,0.1,-0.9,-1.7,-9.3,0.2
C=CCSc1nnc(NC(=O)COc2ccccc2)s1,-1.8,0.3,-0.1,0.2,-2.1,1.3,2.7,0.0,2.4,-3.2,-0.5
O=C(NCc1ccc(Cl)c(Cl)c1)c1cc(C2CCCCN2C(=O)C2CCCCC2)on1 (stereo unspecified),9.3,x,-2.7,-6.3,-3.0,10.2*,-0.4,-1.7,-1.9,7.4,-0.9
O=C1CN(C(=O)CSc2nnc(-c3ccccc3)n2Cc2ccc3c(c2)OCO3)c2ccccc2N1,2.8,-0.7,1.2,-1.9,-5.1,-1.1,5.2,-1.5,-1.6,1.8,0.3
O=C(NC1CCSC1=O)c1ccccc1 (stereo unspecified),0.8,-0.9,1.7,-1.1,2.0,-5.3,2.9,-0.8,-0.5,2.6,-0.5
CCC(=O)n1nc(-c2ccccc2)nc1SCC(=O)Nc1ccc(C)cc1,-0.5,0.5,1.2,-1.1,-2.6,-0.5,-0.6,-1.1,-0.6,-4.5,-0.2
COc1ccc2c(C)cc(N3CCCCCC3)nc2c1,-10.8,-1.3,2.3,-0.6,0.5,-22.5,-10.0,-1.5,0.2,7.7,-0.3
Cc1ccc(CNC(=O)c2ccc(N3CCC4(CC3)CC(c3ccccc3)=NO4)c(NC(=O)c3ccc(Br)cc3)c2)cc1,-0.1,0.2,1.2,0.4,0.5,-3.9,-3.4,-0.8,-0.3,-0.7,0.7
COc1ccc(C(=O)NC(=S)Nc2ccccc2N2CCN(S(C)(=O)=O)CC2)cc1OC,1.2,-1.6,-0.2,-3.2,1.5,-1.4,-4.9,-1.6,-1.7,7.3,-0.2
CC(=O)c1ccc(N(C(=O)CNC(=O)c2ccco2)C(C(=O)NCC2CCCO2)c2ccccc2)cc1 (stereo unspecified),-1.2,0.7,2.6,2.2,-5.4,-0.4,4.0,-1.1,-0.8,-2.7,1.6
Cc1cc(NC(=O)COC(=O)c2cccc(S(=O)(=O)N(C)C3CCCCC3)c2)no1,0.2,0.6,-0.8,-3.0,1.7,-7.1,-7.2,-1.2,0.0,2.1,0.3

# Source: PubChem BioAssay (several laboratories)
